RGS4 inh: inhibitors of human RGS4; HEK293 M3R/RGS4 inducible, Fluo-4 calcium flux; active compounds read high; triggered by carbachol at its EC20; B-score at 10 µM; 0.45% of 310,000 active; AID 463165;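 active means B-score, a plate-corrected calcium signal, over three deviations above library mean, with baseline fluorescence within five deviations of library mean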;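 further: RGS4 expression induced by doxycycline in cells with stable M3 receptor; B-score is computed from the integrated fluorescence ratio over baseline after carbachol; higher B-score means a larger calcium signal and so more RGS4 inhibition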
Target sequence (P49798 whole entry, looked up): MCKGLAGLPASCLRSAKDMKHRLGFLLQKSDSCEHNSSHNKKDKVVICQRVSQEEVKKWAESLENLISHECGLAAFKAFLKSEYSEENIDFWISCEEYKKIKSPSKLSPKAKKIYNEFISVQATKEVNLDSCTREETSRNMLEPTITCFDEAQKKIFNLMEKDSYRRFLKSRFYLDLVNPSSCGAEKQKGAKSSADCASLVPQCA
GSK3beta inhib: inhibitors of human GSK3beta kinase | P49841 | GST-GSK3beta kinase, ADP-Glo luminescence, 60 min; active compounds read low | activity score (negative = inhibition), % at 10 µM | 0.038% of 300,000 active | AID 2097;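 active means more than half of replicate wells score below -50%, meaning over 50% inhibition versus plate controls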;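 further: 0% = median DMSO wells and -100% = median GW8510 positive control wells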
Target sequence (P49841 whole entry, looked up): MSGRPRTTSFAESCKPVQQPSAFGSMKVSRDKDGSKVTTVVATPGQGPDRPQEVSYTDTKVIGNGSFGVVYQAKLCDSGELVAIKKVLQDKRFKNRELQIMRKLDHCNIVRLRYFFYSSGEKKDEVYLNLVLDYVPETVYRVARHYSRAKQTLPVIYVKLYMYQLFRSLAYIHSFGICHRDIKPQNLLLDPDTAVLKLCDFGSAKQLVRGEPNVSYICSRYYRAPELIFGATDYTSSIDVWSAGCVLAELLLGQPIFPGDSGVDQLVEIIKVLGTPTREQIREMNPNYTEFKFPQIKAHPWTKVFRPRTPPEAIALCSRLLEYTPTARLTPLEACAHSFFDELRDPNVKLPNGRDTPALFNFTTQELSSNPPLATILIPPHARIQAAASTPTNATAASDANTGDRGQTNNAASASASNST
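Test system: GST-tagged human GSK3beta kinase, cell-free; evaluation: activity score scaled between in-plate DMSO and GW8510 controls; measured by: ADP-Glo luminescence; incubation: 60 min reaction, RT; benchmarks: DMSO and 20 µM GW8510; reagent: peptide substrate plus 25 µM ATP (final); medium: Tris/MgCl2 kinase buffer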
Dyrk1A ADPGlo: inhibitors of rat Dyrk1A kinase; Q63470; ADP-Glo luminescence, NFATc1 peptide; inhibition, % at 12.5 µM; 0.43% of 310,000 active; AID 504441; in the data active means inhibition above about 50%;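 further: plate controls were vehicle with enzyme for no effect and no enzyme for full effect; many of its hits are not listed in these tables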
KCNQ1 inh: inhibitors of human KCNQ1 potassium channel; P51787; CHO-K1 KCNQ1, FluxOR thallium flux fluorescence; active compounds read high; B-score at 10 µM; 1.3% of 310,000 active;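 active means compounds whose thallium flux B-score, printed positive for inhibition, exceeds three library SD while starting fluorescence stays within three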;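 further: channel opened by potassium depolarization with thallium stimulus after 20 min compound exposure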
KCNK3 block: human KCNK3 channel inhibition, primary screen. O14649. 0.84% of 340,000 active. CHO-KCNK3 thallium flux, FluxOR fluorescence; active compounds read low. B-score at 10 µM;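 active means B-score under library mean minus 4 SD, starting fluorescence ratio at most library mean plus 5 SD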;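 further: more negative B-score means stronger inhibition of thallium flux through KCNK3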
KCNK9 inh: human KCNK9 channel inhibition; Q9NPC2; 1.2% of 310,000 active; B-score at 10 µM; HEK293 KCNK9, FluxOR thallium flux fluorescence; active compounds read low; AID 488922;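 active means ratio B-score over 3 SD below the library mean, with starting fluorescence within 5 SD of its mean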;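 further: negative B-score means less thallium flux so channel inhibition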
Target sequence (Q9NPC2 whole entry, looked up): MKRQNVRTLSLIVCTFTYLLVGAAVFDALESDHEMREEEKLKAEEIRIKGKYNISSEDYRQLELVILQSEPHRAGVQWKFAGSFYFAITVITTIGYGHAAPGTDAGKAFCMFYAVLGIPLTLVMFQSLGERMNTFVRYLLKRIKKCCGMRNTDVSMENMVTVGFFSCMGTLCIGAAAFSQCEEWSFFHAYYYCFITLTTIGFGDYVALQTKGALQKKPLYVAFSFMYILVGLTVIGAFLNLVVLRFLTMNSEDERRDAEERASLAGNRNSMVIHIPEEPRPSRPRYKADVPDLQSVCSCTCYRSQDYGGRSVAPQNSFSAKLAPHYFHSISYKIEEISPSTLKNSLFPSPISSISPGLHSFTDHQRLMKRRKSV
KCNQ1 act: human KCNQ1 channel potentiation or activation | P51787 | CHO-K1 KCNQ1, thallium flux FluxOR fluorescence; active compounds read high | B-score at 10 µM | 0.35% of 310,000 active | AID 2648;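 active means fluorescence ratio B-score, a plate-corrected score, at least three library SD, with initial intensity B-score within 5 SD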
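System: CHO-K1 cells stably expressing KCNQ1 / Medium: assay buffer for compound exposure, DMSO matched across wells / Reagent: thallium- and potassium-containing depolarizing buffer / Compound: one concentration, matched DMSO / Incubation: 20 min compound pretreatment at room temperature / Measured by: kinetic FluxOR fluorescence, 10 s baseline plus 110 s post-stimulus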
PolyA inh: blocks polyadenylation in yeast reporter cells; S. cerevisiae SKY197-pL101 polyadenylation reporter, beta-gal luminescence; efflux-impaired pdr1/pdr3 knockout yeast; score 100 = 6 SD above DMSO; calls only at 12 µM; 0.02% of 300,000 active; AID 1875;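 active means lowest replicate activity score at least 50, where 100 means six control SD above control mean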;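 further: yeast exposed to compound for 9 h at 30 °C; higher score means more reporter readthrough which indicates perturbed polyadenylation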
GSK3A inh: inhibitors of human GSK-3 alpha kinase; 0.1% of 320,000 active; P49840; ADP-Glo luminescence, 60 min; inhibition, % at 10 µM;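 in the data active means inhibition above about 50%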;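 further: GST-tagged GSK-3 alpha with peptide substrate and 25 µM ATP; 0% = DMSO neutral wells and 100% = GW8510 positive control wells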
hERG protect: compounds protecting human hERG from proarrhythmic drug block. Q12809. CHO-hERG, FluxOR thallium flux, dofetilide IC70 present. activation (rescue from dofetilide block), less the hit threshold, % at 10 µM. 0.51% of 310,000 active. AID 1511;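 active means activation above the mean of controls blocked by dofetilide plus 5 SD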;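 further: thallium influx through hERG after potassium depolarization seen as dye fluorescence rise; in these data hits start at about 4.7%; inactives centre near -7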
RGS4 act: RGS4 potentiation or activation | AID 463111 | B-score at 10 µM | HEK293 M3R/inducible RGS4, carbachol calcium flux Fluo4; active compounds read low | 0.92% of 310,000 active;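 active means B-score of the integrated calcium signal more than 4 SD below the library mean, with starting fluorescence not abnormally high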;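 further: negative B-score means reduced calcium response which marks RGS4 activation or potentiation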
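Assay system: Inducible-RGS4 HEK293 cells carrying M3 receptor | Schedule: Compound preincubation 20 min at room temperature before agonist | Signal: Kinetic calcium fluorescence imaging with Fluo4-AM dye, 2 µM | Read-out basis: B score from integrated fluorescence ratio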
Starred values were filed as active, the others as inactive; i = inactive; . = not tested or not shown. Some of the compounds tested; the hit share may differ from the screen's.

SMILES | RGS4 inh | GSK3beta inhib | Dyrk1A ADPGlo | KCNQ1 inh | KCNK3 block | KCNK9 inh | KCNQ1 act | PolyA inh | GSK3A inh | hERG protect | RGS4 act
Cc1ccc(C(=O)Nn2c(O)c(C=C3N=c4ccccc4=N3)sc2=S)cc1 | i | -6 | 5 | i | i | i | i | i | 4 | -6 | i
COc1cc(OC)c(NC(=O)CN(C)S(=O)(=O)c2ccc3[nH]c(=O)oc3c2)cc1Cl | i | -1 | . | i | i | i | i | . | 2 | -4 | i
O=C(Nc1ccc(F)cc1)N1CCN(c2ncccn2)CC1 | i | 0 | 2 | i | i | i | i | i | 0 | -7 | i
CCOC(=O)CC1CCCCN1C(=O)c1ccc2nc(CCOC)oc2c1 (stereo not drawn) | i | 0 | 3 | i | i | i | i | i | 0 | -4 | i
COc1ccc(NS(=O)(=O)c2ccc(N3CCCC3)c(NC(=S)Nc3cccc(C)c3C)c2)cc1 | i | 0 | 3 | i | i | i | i | i | -2 | -8 | i
COc1ccccc1NC(=O)c1cccs1 | i | 3 | . | i | i | i | i | i | 2 | -15 | i
CCOC(=O)Cc1csc(NC(=O)C(CC(C)C)NC(=O)C2CCCCC2)n1 (stereo not drawn) | i | -1 | 2 | i | i | i | i | i | -1 | -9 | i
C/C(=N/NC(=O)CNC(=O)CCc1ccccc1)c1ccc(Cl)c(Cl)c1 | i | 0 | 1 | i | i | i | i | i | -2 | -9 | i
CC(C)n1c(NCc2cc(Cl)ccc2O)nc2ccccc21 | i | 2 | 1 | i | i | i | i | i | 2 | -4 | i
CC(C)(C)C(=O)NCCN1CCN(C(=O)C(C)(C)C)CC1 | i | 1 | -2 | i | i | i | i | i | 1 | -9 | i
O=c1c(C(c2ccccc2)c2c(O)nc3n(c2=O)CCS3)c(O)nc2n1CCS2 | i | 1 | -5 | i | i | i | i | i | -2 | -8 | i
Cc1ccc(-n2c(SCC(=O)N3CCOCC3)nnc2-c2ccncc2)cc1 | i | 0 | . | i | i | i | i | i | -2 | -4 | i
Cc1cc(OCC(=O)Nc2ccc3c(c2)OCCO3)ccc1Cl | i | . | 3 | i | i | i | i | i | -3 | -10 | i
Cc1ccnc(-n2c(CCN3C(=O)c4ccccc4C3=O)nc3ccccc3c2=O)c1 | i | 0 | -2 | i | i | i | i | i | -1 | -3 | i
COc1ccc(CNC(=O)CN2C(=O)NC(C)(c3cccc(Br)c3)C2=O)cc1 (stereo not drawn) | i | 3 | -3 | i | i | i | i | i | -2 | -6 | i
N#Cc1c(-c2ccccc2Cl)noc1/C=C/Nc1ccc(C(=O)O)cc1 | i | 1 | 0 | i | i | i | i | i | . | -5 | i
CC(C)CNS(=O)(=O)c1ccc(S(=O)(=O)N2CCC3(CC2)OCCO3)cc1 | i | -1 | 16 | i | i | i | i | i | 2 | -9 | i
CCCCN(Cc1ccco1)C(=O)Cn1ncc2c(=O)oc3ccc(C)cc3c21 | i | 1 | 0 | i | i | i | i | i | -1 | -6 | i
CNS(=O)(=O)c1ccc(Cl)nc1 | i | 2 | 1 | i | i | i | i | i | -1 | -16 | i
COc1ccc(OC)c(CNS(=O)(=O)c2cc(-c3cc(C)no3)ccc2OC)c1 | i | 0 | -1 | i | i | i | i | i | . | -10 | i
CN(C)CCCNC(=O)c1ccc(-c2nc(-c3ccc(Cl)cc3)cs2)cc1 | i | -6 | 10 | i | i | -7.2* | i | i | 10 | -39 | -8.2*
Oc1ccc(Br)cc1/C=N/Nc1ncc(-c2ccccc2)cn1 | i | 0 | -4 | i | i | i | i | i | 0 | -11 | i
Cc1c(CN2CCC(CO)(Cc3ccccc3)CC2)c2ccccc2n1C | i | 0 | 0 | i | i | i | i | i | . | -8 | i
N#CCOc1ccc(C2=NO[C@@H]3[C@@H]4C[C@@H]([C@H]5C(=O)N(c6ccc7c(c6)OCO7)C(=O)[C@@H]45)[C@H]23)cc1 | i | 2 | 5 | i | i | i | i | i | -1 | -4 | i
FC(F)(F)c1ccnc(N2CCN(Cc3cnc(-c4ccccc4)[nH]3)CC2)c1 | i | -7 | 7 | i | i | i | i | i | 10 | -14 | i
Cc1[nH]nc(Nc2ccc(O)cc2)c1[N+](=O)[O-] | i | 1 | 32 | i | i | i | i | i | 4 | -2 | i
COCc1cc(C)nc2sc(C(=O)NN)c(-n3cccc3)c12 | i | 3 | . | i | i | i | i | i | 6 | -1 | i
O=C(O)CCCCCNc1nc(=S)[nH]c2ccccc12 | i | 1 | 5 | i | i | i | i | i | 9 | -12 | i
N#C/C(=C/c1ccc2c(c1)OCO2)C(=O)NCCc1c[nH]c2ccccc12 | i | 0 | -1 | i | i | i | i | i | -2 | -14 | i
C/C(=N\NC(=O)c1cc(C)nc2ccccc12)c1ccc([N+](=O)[O-])cc1 | i | 3 | . | i | i | i | i | i | -3 | -12 | i
COc1cccc(-c2coc3cc4oc(=O)c(CC(=O)O)c(C)c4cc23)c1 | i | 1 | 2 | i | i | i | i | i | -1 | -6 | i
COc1ccc(-c2nnc(-c3cc4ccccc4oc3=O)o2)cc1 | i | 1 | -6 | i | i | i | i | i | -3 | -8 | i
O=C(CSc1nc(O)cc(=O)[nH]1)N1c2ccccc2CCc2ccccc21 | i | 1 | 2 | i | i | i | i | i | 0 | -14 | i
COc1ccc(-n2ncc(Cl)c(Cl)c2=O)cc1 | i | 1 | . | i | . | i | i | i | . | -16 | i
O=C(O)c1ccccc1C(=O)c1ccc(-c2ccccc2)cc1 | i | 7 | -6 | i | i | i | i | i | -6 | -4 | i
COc1ccc(OC)c(NC(=O)CC2Oc3ccccc3NC2=O)c1 (stereo not drawn) | i | -1 | -2 | i | i | i | i | i | -2 | -1 | i

Just GSK3beta inhib, RGS4 inh and hERG protect, for some of the entries so far:
SMILES	GSK3beta inhib	RGS4 inh	hERG protect
O=C(O)CCCCCNc1nc(=S)[nH]c2ccccc12	1	i	-12
N#C/C(=C/c1ccc2c(c1)OCO2)C(=O)NCCc1c[nH]c2ccccc12	0	i	-14

Additional compounds follow.
SMILES | RGS4 inh | GSK3beta inhib | Dyrk1A ADPGlo | KCNQ1 inh | KCNK3 block | KCNK9 inh | KCNQ1 act | PolyA inh | GSK3A inh | hERG protect | RGS4 act
CCOC(=O)N1CCC(N2CC34C=CC(O3)C(C(=O)Nc3ccc(C)cc3)C4C2=O)CC1 (stereo not drawn) | i | 0 | -2 | i | i | i | i | i | 0 | -3 | i
O=C(c1cccc([N+](=O)[O-])c1)N1CCN(S(=O)(=O)N2CCCCC2)CC1 | i | 1 | -4 | i | i | i | i | i | -1 | -7 | i
O=C(Nc1nnc(SCC(=O)N2CCCCC2)s1)c1ccc(F)cc1F | i | 5 | -5 | i | i | i | i | i | -1 | -3 | i
Cc1onc(-c2ccccc2)c1-c1csc(N/N=C/c2ccccc2)n1 | i | 1 | -8 | i | i | i | i | i | 0 | -6 | i
Cn1cc(-c2cc(C(=O)O)on2)cn1 | i | 5 | 22 | i | i | i | i | i | 1 | -11 | i
Cc1cc(C)c2nc(-c3cccnc3)cc(C(=O)NC(C)c3cnn(C)c3C)c2c1 (stereo not drawn) | i | -9 | . | i | -9.2* | i | i | i | -1 | -18 | i
O=C(Nc1ccccc1)c1ccc[nH]1 | i | 1 | -4 | i | i | i | i | i | 2 | -2 | i
NNC(=S)Nc1cc(S(=O)(=O)N2CCOCC2)ccc1N1CCOCC1 | i | 0 | 2 | i | i | i | i | i | 1 | -12 | i
CC(NC(=O)c1cc2ccccc2o1)c1cccs1 (stereo not drawn) | i | -1 | -10 | i | i | i | i | i | 1 | 0 | i
Cc1ccccc1-n1nc(C)c2cc(C(=O)N3CCN(S(=O)(=O)c4ccc(F)cc4)CC3)sc21 | i | 2 | 0 | i | i | i | i | i | 0 | -13 | i
O=C(Cc1ccc([N+](=O)[O-])cc1)Nc1nnc(C2CC2)s1 | i | 5 | -3 | i | i | i | i | i | -1 | -8 | i
O=C(CCN1C(=O)/C(=C/c2cccs2)SC1=S)Nc1ccc(C(=O)O)c(O)c1 | i | 5 | 9 | i | i | i | i | i | 1 | -11 | i
CC(C)n1c(N2CCN(C(=O)Nc3ccccc3)CC2)nc2ccccc21 | i | 1 | 0 | i | i | i | i | i | -2 | -5 | i
COc1ccc2nc(C)cc(C(=O)O)c2c1 | i | 2 | 2 | i | i | i | i | i | -3 | -7 | i
CC(C)C(=O)Nc1c(-c2ccccc2Cl)c(=O)c2ccccc2n1C | i | 1 | -3 | i | i | i | i | i | -1 | -4 | i
COc1ccc2c(c1)c(C)cc[n+]2Cc1ccccc1 | i | -5 | -6 | i | i | i | i | i | 0 | -7 | i
CC1=CC(c2ccccc2)n2nc(NC(=O)CCCC(=O)O)nc2N1 (stereo not drawn) | i | -2 | 5 | i | i | i | i | i | -3 | -2 | i
Nc1c(C(=O)O)sc2nc(-c3ccccc3)cc(-c3ccc(F)cc3)c12 | i | 1 | 9 | i | i | i | i | i | . | -15 | i
CCC(c1nnc(SCC(=O)NCC2CCCO2)n1Cc1ccccc1)N(C)C (stereo not drawn) | i | . | 8 | i | i | i | i | i | 0 | -4 | i
COC(=O)c1sccc1OCc1cccc(OC)c1 | i | -3 | 2 | i | i | i | i | i | . | -8 | i
NC(=O)NCc1ccccc1F | i | 1 | -4 | i | i | i | i | i | -4 | -6 | i
COc1cc(NC(=O)c2ccc3c(c2)OCCO3)ccc1NC(=O)c1cccs1 | i | 6 | . | i | i | i | i | i | -5 | -10 | i
CCn1c(SCC(=O)Nc2cccc(C)n2)nc2c1c(=O)n(C)c(=O)n2C | i | 1 | 0 | i | i | i | i | i | -48 | -15 | i
CC(=O)Nc1ccc2nc(NC(=O)COc3ccccc3Cl)sc2c1 | i | -1 | . | i | i | i | i | i | -10 | -6 | i
CCCc1ccc2oc(C(=O)N3CCCC3)c(C)c2c1 | i | 0 | 6 | i | i | i | i | i | -3 | -4 | i
C[C@H](NCc1c[nH]c2ccccc12)c1ccccc1 | i | -1 | -4 | i | i | i | i | i | 1 | -8 | i
COc1ccc(Cl)cc1NC(=O)Nc1ccccc1SC | i | -1 | 1 | i | i | i | i | i | 0 | -10 | i
O=C(O)CNC(=S)N(Cc1ccccc1)Cc1cccnc1 | i | 2 | 2 | i | i | i | i | . | -8 | -17 | i
